NCI-60 one-dose screen, 48 h, at 10 µM unless noted. Numbers give growth in % (100 = growth as untreated, 0 = no growth, -100 = all killed).
OVCAR-5 – OVCAR-5 ovarian cancer; 2.9% of 82,000 active; AID 1794783
OVCAR-4 – OVCAR-4 ovarian cancer cells | AID 1794784 | 3.7% of 80,000 active
DU-145 – DU-145 prostate cancer; 4.2% of 81,000 active; AID 1794760
OVCAR-3 – OVCAR-3 ovarian cancer | 7% of 79,000 active
IGROV1 – IGROV1 ovarian cancer; 4.7% of 79,000 active; AID 1794786
SK-OV-3 – SK-OV-3 ovarian cancer cells | 3.2% of 80,000 active | AID 1794785
OVCAR-8 – OVCAR-8 ovarian cancer; 4.4% of 81,000 active
NCI/ADR-RES – NCI/ADR-RES ovarian cells; 4.4% of 81,000 active; AID 1794790
Starred values were filed as active, the others as inactive; · = not tested or not shown; & = joins results of further samples; ! = not confirmed by another sample; [ ] = another dose, or the depositor's remark. How the source made its calls: active means growth percent below 10; inactive means the rest.

SMILES	OVCAR-5	OVCAR-4	DU-145	OVCAR-3	IGROV1	SK-OV-3	OVCAR-8	NCI/ADR-RES
Cc1cccc(NC(=O)Nc2ccc(Nc3ncnc4sc5c(c34)CCOC5)cc2)c1	95.2	116.0	111.5	93.8	92.1	94.9	107.8	99.7
Cc1ccc(O)c(C=O)c1	103.2	108.8	123.1	113.3	126.5	97.3	94.3	104.5
O=C1NN=CN2c3ccc(Cl)cc3CC(O)CC12 (stereo not drawn)	111.9	109.5	112.1	110.6	105.7	105.2	102.2	109.1
Cc1ccc2cc(/C=C3\SC(=Nc4ccc(S(N)(=O)=O)cc4)NC3=O)c(Cl)nc2c1	105.7	108.3	118.8	128.4	101.3	113.1	101.2	100.9
C=CCn1c(SCC(=O)Nc2ccc(C(=O)/C=C/c3ccc(Cl)cc3)cc2)nnc1-c1ccc(OC)c(OC)c1	99.5	86.1	97.5	78.4	70.8	91.8	84.5	87.5
O=C(Nc1ccc(Cl)cc1F)c1cc(I)ccc1O	79.9	23.1	31.9	10.4	27.2	-5.0*	10.1	11.3
CCCCSc1nc(NCCc2c[nH]c3ccccc23)c(C#N)c(-c2ccc(OC)cc2)n1	87.0	67.2	68.4	83.6	102.2	83.7	79.2	51.7
O=c1[nH]c(NCCO)nc2[nH]ncc12	84.0	105.6	112.6	105.0	109.3	119.6	105.3	97.3
CCc1c(C)c2ccc(O)c(NC(=O)Nc3cccc(Cl)c3)c2oc1=O	105.8	75.7	98.6	44.6	77.2	114.8	78.0	92.3
C/C=C(C)/C=N/Nc1nc(-c2ccc(Br)cc2)cs1	104.4	95.1	102.0	105.9	85.4	102.9	98.7	101.6
C[C@]12CC[C@@H]3c4cc([N+](=O)[O-])c(O)cc4CC[C@H]3[C@@H]1CC[C@@H]2NS(=O)(=O)c1cccc(C(F)(F)F)c1	91.1	73.1	86.0	86.1	74.0	54.3	75.4	88.0
CC(c1ccccc1)C(C#N)c1ccccc1 (stereo not drawn)	102.1	104.2	111.4	117.8	116.5	112.0	106.2	101.6
COC(=O)CC[C@@H]1O[C@@H](c2ccccc2)C[C@H]1O	104.2	116.3	103.6	103.4	105.6	102.4	104.1	106.9
COc1ccc(C(=O)O)nc1C	100.4	100.5	111.0	110.9	125.9	102.0	114.1	100.9
COc1cc(-c2cn(-c3ccc(Cl)cc3)c(=O)n2-c2ccccc2)cc(OC)c1OC	68.6	56.2	107.7	89.1	90.6	69.6	87.6	78.3
COc1ccc(Cn2cc3c(c2-c2ccccc2)CCc2cnoc2-3)cc1N	54.5	44.5	13.7	-19.5*	3.3*	-4.1*	30.0	-1.4*
Cc1ccc2c(n1)C[C@H](C(C)(C)O)CC[C@H]2C	94.7	99.6	107.3	113.0	104.2	99.1	100.5	104.0
O=C1Nc2ccc(F)cc2/C1=C\c1nc(-c2ccccc2F)n2ccccc12	67.2	110.1	-7.6*	125.7	75.5	101.3	80.6	74.4
O=C(C(c1ccccc1)c1ccccc1)N1CCOCC1	92.5	103.6	108.0	105.1	108.3	90.0	96.5	114.7
COc1ccc(-c2cc(-c3cccnc3)nc3sc(C(=O)c4ccc(Cl)cc4)c(N)c23)cc1OC	96.0	94.6	96.7	87.0	96.9	101.0	88.6	88.2
CC(=O)CC(=O)Nc1ccccc1Cl	99.3	116.1	104.4	101.5	104.0	113.6	111.8	114.1
O=C(CSc1nnc(NC(=O)CCl)s1)Nc1ccc2oc(=O)ccc2c1	117.7	85.6	104.0	81.7	104.0	107.5	94.6	98.4
Cc1c(C(=O)NNC(=O)Nc2ccc(Cl)cc2)nnn1-c1ccc(Cl)cc1	90.1	85.6	100.2	105.3	86.8	72.8	96.2	93.2
O=CNc1ccc(Cl)c(Cl)c1	83.6	93.6	97.4	93.6	104.9	102.8	100.0	102.4
CC(C)Cc1c[nH]c(=O)[nH]c1=O	108.5	99.3	104.0	96.2	110.1	96.6	99.3	99.8
Cc1nn(-c2ccccc2)c2nc(Cl)c(/C=C/C(=O)c3ccccc3)c(-c3ccc(Br)cc3)c12	104.1	114.6	114.9	112.0	107.3	95.3	·	103.6
O=C(NC(=S)N1CCN(c2ncnc3c2cnn3-c2ccccc2)CC1)c1ccc(F)cc1	92.8	45.8	86.4	112.7	79.4	69.1	67.8	71.8
C/C(=N/NC(=O)c1sc(=S)n(C)c1N)c1cc2cc(Br)ccc2o1	91.4	104.7	89.8	96.9	73.5	102.3	97.6	89.0
COc1ccc(C(=O)c2cc3c(N)c(C(=O)Nc4ccccc4)sc3nc2C)cc1	38.8	74.8	17.7	-4.4*	39.0	33.0	25.5	14.8
COC(=O)CC1=C(c2ccc([N+](=O)[O-])cc2)CCC1=O	104.8	109.7	100.8	120.8	127.3	99.1	103.5	108.8
CS(=O)(=O)c1ccc(-n2nc(-c3ccc(Oc4ccccc4)cc3)ccc2=O)cc1	100.4	79.5	101.8	88.5	99.0	92.1	79.8	76.7
COc1ccc2oc3c(C)c4c(c(C)c3c2c1)C(=O)N(CCO)C4=O	94.5	96.5	100.1	102.7	86.4	95.5	98.4	90.9
O=C1c2ccccc2C(=O)N1CNc1ccc(Cl)cc1	95.3	104.0	72.8	101.2	85.6	97.4	92.0	85.2
Cc1cccc(C[C@H](NC(=O)Nc2ccc(Cl)cc2F)C(=O)N[C@@H]2C(=O)N3C[C@H](O)C[C@H]3C(=O)N3CCCC[C@H]3C(=O)N[C@@H](C)C(=O)N3C[C@H](C)C[C@H]3C(=O)O[C@H]2C)c1	6.9*	7.8*	15.1	-26.4*	9.5*	·	13.5	89.9
Cc1ncc(C(=O)Nc2ccc(CN3CCN(C)CC3)c(C(F)(F)F)c2)cc1C#Cc1c(N)ncc2ccccc12	-92.6*	-58.8*	-87.8*	-68.9*	-77.1*	-2.9*	-85.7*	-70.0*
Cc1ccc(C2SCC(=O)N2NC(=O)C(O)(c2ccccc2)c2ccccc2)cc1 (stereo not drawn)	97.3	96.6	103.8	103.9	73.2	106.0	94.3	94.7
FC(F)(F)c1ccc2c(c1)Sc1ccccc1N2	98.2	97.0	97.1	·	92.6	105.2	96.7	104.3
O=C1Nc2ccc(Cl)cc2/C1=N\N=C\c1ccsc1	104.6	80.3	102.7	102.6	85.0	·	94.5	98.4
Cc1ccccc1NC(=O)c1cccc(NC(=O)CCl)c1	70.4	73.7	69.4	49.0	29.5	81.3	46.3	38.9
O=C1CC2(CCOCC2)Oc2ncccc21	52.6	101.7	97.7	-54.4*	8.8*	120.0	90.9	104.2
COc1ccc(-n2c(Cn3nc(C)cc3-c3ccc(Cl)cc3)nnc2SCC(=O)Nc2ccc(S(N)(=O)=O)cc2)cc1	101.2	89.9	110.9	·	90.1	109.7	86.9	86.3
O=C(c1ccc(O)cc1)[C@@H]1[C@@H]2CCCN2[C@@]2(C(=O)N(C(=O)c3cccs3)c3ccccc32)[C@H]1c1ccc(F)cc1	106.1	100.0	109.3	·	75.7	102.9	99.6	103.7
CC[C@H](Nc1nc(N)nc(C(F)(F)F)c1C#N)c1nc2cccc(NCc3ccc(C(=O)NO)cc3)c2c(=O)n1-c1ccccc1	94.4	108.4	112.5	101.0	94.2	99.5	94.4	105.3
CCOc1ccc(N2C(N)=NC(N)=NC2(C)C)cc1	100.0&55.6	108.4&42.4	103.7&15.3	-35.8*!	80.8&45.7	80.1&15.7	91.2&25.8	9.7*!
CN(CCc1ccccc1)c1nc(CCN)nc2ccccc12	99.1	95.6	107.3	108.4	90.8	96.9	101.5	100.1
Clc1ccc(-c2noc(Cn3cc(-c4ccccc4)nn3)n2)cc1	101.3	99.8	105.1	108.8	97.7	98.0	102.2	104.2
COc1ccc(C2NCCCC2c2ccccc2)cc1 (stereo not drawn)	96.6	·	113.6	117.2	93.4	100.1	100.6	100.4
N=c1n(CCN2CCCCC2)c2ccccc2n1CC(=O)c1ccc(Cl)c(Cl)c1	105.8	109.8	·	106.1	110.8	101.4	104.0	93.3
COc1ccc(-c2nn(-c3cccc(Cl)c3)cc2-c2c(C#N)c(=O)n3[nH]c(-c4ccc(C)cc4)nc3c2C#N)cc1	87.0	57.1	28.4	97.0	38.5	55.7	14.3	51.2
Cc1c(Cl)cccc1Nc1ncccc1C(=O)O	92.5	110.8	139.2	136.5	·	93.5	98.9	102.9
O=C(O)c1ccc(CNC(=O)c2nc(-c3ccccc3)n(-c3ccc(Cl)cc3)n2)cc1	97.0	106.2	106.6	104.6	101.3	96.8	98.6	98.3
CSc1ccc2c(c1)N(C(=O)/C(C#N)=C/c1cccs1)c1ccccc1S2	88.0	74.5	96.1	96.1	88.1	92.6	89.8	90.8
O=C(NCc1cn[nH]c1-c1ccc(F)cc1)[C@H]1CCC(=O)N(CCCc2ccccc2)C1	93.4	98.6	104.1	106.1	108.7	118.6	112.1	97.8
CC1=CC(=O)C2=C(C)CC[C@@H]3[C@H](OC(=O)[C@@H]3C)[C@@H]12	101.4	100.3	108.4	107.7	98.3	108.4	96.6	101.6
CCOC(=O)c1cnn(CC(O)CC)c1NC(=O)NCc1ccccc1F (stereo not drawn)	109.0	106.7	100.5	104.1	94.6	112.4	96.4	96.6
C[C@H]1[C@H](C)CC[C@]2(C(=O)N3CCN(C)CC3)CC[C@]3(C)C(=CC[C@@H]4[C@@]5(C)C/C(=C/c6ccco6)C(=O)C(C)(C)[C@@H]5CC[C@]43C)[C@H]12	63.5[100 µM]	·	50.4[100 µM]	40.1[100 µM]	3.2*[100 µM]	59.3[100 µM]	25.4[100 µM]	37.9[100 µM]

Among those listed so far, these have an NH in an aromatic ring:
SMILES	OVCAR-5	OVCAR-4	DU-145	OVCAR-3	IGROV1	SK-OV-3	OVCAR-8	NCI/ADR-RES
CCCCSc1nc(NCCc2c[nH]c3ccccc23)c(C#N)c(-c2ccc(OC)cc2)n1	87.0	67.2	68.4	83.6	102.2	83.7	79.2	51.7
O=c1[nH]c(NCCO)nc2[nH]ncc12	84.0	105.6	112.6	105.0	109.3	119.6	105.3	97.3
CC(C)Cc1c[nH]c(=O)[nH]c1=O	108.5	99.3	104.0	96.2	110.1	96.6	99.3	99.8
COc1ccc(-c2nn(-c3cccc(Cl)c3)cc2-c2c(C#N)c(=O)n3[nH]c(-c4ccc(C)cc4)nc3c2C#N)cc1	87.0	57.1	28.4	97.0	38.5	55.7	14.3	51.2
O=C(NCc1cn[nH]c1-c1ccc(F)cc1)[C@H]1CCC(=O)N(CCCc2ccccc2)C1	93.4	98.6	104.1	106.1	108.7	118.6	112.1	97.8

Later entries.
SMILES	OVCAR-5	OVCAR-4	DU-145	OVCAR-3	IGROV1	SK-OV-3	OVCAR-8	NCI/ADR-RES
COc1ccc(-c2cc(-c3ccc(Cl)cc3)c3sc(=O)[nH]c3n2)cc1	108.6	98.2	98.6	100.8	84.9	98.1	91.1	99.6
O=C(Nc1ncccn1)c1ccc([N+](=O)[O-])cc1	114.2	115.3	114.1	108.7	115.2	96.2	104.6	109.6
CCCCCCCCOC(=O)CC[C@@H](C)[C@H]1CC[C@H]2[C@@H]3[C@H](OC(=O)CCN)C[C@@H]4C[C@H](OC(=O)CCN)CC[C@]4(C)[C@H]3C[C@H](OC(=O)CCN)[C@]12C	92.1	75.7	74.4	107.5	77.2	90.9	69.5	100.8
COc1ccc(-c2nc3c(c(-c4ccccc4)nn3-c3ccccc3)c(-c3ccc(N4CCOCC4)cc3)c2C#N)cc1	101.6	105.6	106.1	114.5	109.2	118.9	105.3	110.5

Screening data from PubChem.
